Source: PubChem (The Scripps Research Institute Molecular Screening Center)
PAFAH1B2 inh: inhibitors of human PAFAH1B2. P68402. recombinant PAFAH1B2, FP-rhodamine activity probe, fluorescence polarization. inhibition, % at 3.39 µM. 1.2% of 340,000 active;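 active = inhibition above the mean of all tested compounds plus 3 SD, cut at about 24% in these data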;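 also: 0% = enzyme with DMSO and 100% = wells lacking PAFAH1B2; many of its hits are not listed in these tables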
Target sequence (P68402 whole entry, looked up): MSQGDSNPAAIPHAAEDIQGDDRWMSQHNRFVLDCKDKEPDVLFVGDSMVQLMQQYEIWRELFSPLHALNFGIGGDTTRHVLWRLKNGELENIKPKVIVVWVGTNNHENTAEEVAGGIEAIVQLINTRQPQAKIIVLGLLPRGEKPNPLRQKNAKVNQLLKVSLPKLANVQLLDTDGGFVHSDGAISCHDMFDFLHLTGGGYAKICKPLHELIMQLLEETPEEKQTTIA
PAD4 FP inh: inhibitors of human PAD4. Q9UM07. recombinant PAD4, RCA probe fluorescence polarization. inhibition, % at 6.36 µM. 0.41% of 330,000 active. AID 485272;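 active = percent inhibition above a cutoff equal to the mean of all tested compounds plus 3 SD, cut at about 15% in these data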;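 also: 0% = PAD4 with RCA probe and DMSO and 100% = probe without PAD4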
PREPL inhibitor: human PREPL enzyme inhibition; Q4J6C6; recombinant PREPL, fluorescence polarization activity-based probe; inhibition, % at 5.96 µM; 0.68% of 320,000 active; AID 2751; in the data active = inhibition above about 43%;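 also: 0% = enzyme with DMSO and 100% = wells lacking enzyme; many of its hits are not listed in these tables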
LYPLA1 inh: counter-screen for PME1 inhibitors: inhibitors of human LYPLA1; recombinant LYPLA1, FP-Rh probe fluorescence polarization; O75608; 0.16% of 320,000 active; AID 2174; inhibition, % at 5.9 µM;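 active = inhibition above the mean of all tested compounds plus 3 SD, set per campaign, cut at about 14% in these data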;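 also: inhibitors block serine hydrolase probe labeling of LYPLA1 so polarization falls; 0% = enzyme with DMSO and 100% = wells lacking LYPLA1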
Target sequence (O75608 whole entry, looked up): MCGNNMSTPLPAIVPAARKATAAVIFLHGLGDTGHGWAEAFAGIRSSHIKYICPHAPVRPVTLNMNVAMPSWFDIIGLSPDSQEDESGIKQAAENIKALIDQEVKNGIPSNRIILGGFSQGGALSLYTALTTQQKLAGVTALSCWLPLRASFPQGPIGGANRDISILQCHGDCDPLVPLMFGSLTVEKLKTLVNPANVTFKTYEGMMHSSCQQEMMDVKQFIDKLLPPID
LYPLA2 inh: blocks human lysophospholipase 2, a PME1 counter-screen; recombinant LYPLA2, FP-Rh probe fluorescence polarization; O95372; AID 2177; 0.38% of 320,000 active; inhibition, % at 5.9 µM;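 active = inhibition above the screen-wide mean plus 3 SD, limit set per campaign, cut at about 26% in these data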;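 also: 0% = LYPLA2 with DMSO and 100% = wells lacking LYPLA2 enzyme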
Target sequence (O95372 whole entry, looked up): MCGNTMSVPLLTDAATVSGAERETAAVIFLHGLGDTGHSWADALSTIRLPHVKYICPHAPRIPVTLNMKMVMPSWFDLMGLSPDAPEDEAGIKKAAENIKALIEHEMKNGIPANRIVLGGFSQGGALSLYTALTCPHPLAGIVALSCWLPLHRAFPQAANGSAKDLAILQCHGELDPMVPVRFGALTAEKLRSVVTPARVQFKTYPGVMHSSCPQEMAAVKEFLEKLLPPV
GSTO1 counter: GSTO1 inhibition, counter-screen for RBBP9 inhibitors; P78417; recombinant GSTO1, activity-based probe fluorescence polarization; inhibition, % at 5.96 µM; 1.1% of 300,000 active; AID 1974;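 active = inhibition above the campaign mean inhibition plus 3 SD, cut at about 35% in these data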;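 also: 0% = GSTO1-1 with DMSO and 100% = wells lacking GSTO1-1 enzyme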
Target sequence (P78417 whole entry, looked up): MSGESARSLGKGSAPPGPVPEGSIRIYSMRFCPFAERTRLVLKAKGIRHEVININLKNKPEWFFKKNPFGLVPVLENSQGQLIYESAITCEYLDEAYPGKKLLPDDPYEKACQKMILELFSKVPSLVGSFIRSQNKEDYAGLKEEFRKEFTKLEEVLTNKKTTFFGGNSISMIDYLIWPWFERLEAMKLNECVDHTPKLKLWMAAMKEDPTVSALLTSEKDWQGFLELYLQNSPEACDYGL
PME-1 inh: PME-1 (human) inhibition; recombinant PME-1, FP-Rh probe fluorescence polarization; inhibition, % at 5.9 µM; Q9Y570; 0.53% of 320,000 active;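 active = inhibition above the campaign mean of all compounds plus 3 SD, cut at about 26% in these data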;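 also: competitive labeling of PME-1 active site by serine hydrolase directed probe; 0% = PME-1 with DMSO and 100% = wells lacking PME-1 enzyme; inhibitors block probe labeling so polarization falls and inhibition rises; many of its hits are not listed in these tables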
pPAFAH FP inh: inhibitors of human plasma PAF acetylhydrolase (pPAFAH); recombinant pPAFAH, FP-rhodamine probe fluorescence polarization; inhibition, % at 3.39 µM; 1.5% of 330,000 active; AID 463082;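 active = inhibition above the mean inhibition across the screen plus 3 SD, cut at about 25% in these data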;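 also: inhibitors block binding of the rhodamine activity-based probe so polarization drops; 0% = enzyme with DMSO and 100% = wells lacking pPAFAH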
PAFAH1B3 FP inh: blocks human PAF acetylhydrolase 1B catalytic subunit 3; Q15102; recombinant PAFAH1B3, FP-rhodamine probe, fluorescence polarization; inhibition, % at 3.39 µM; 0.28% of 340,000 active;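 active = inhibition above the screen-wide average of all tested compounds plus 3 SD, cut at about 25% in these data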;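 also: 0% = enzyme with DMSO only and 100% = wells lacking PAFAH1B3 protein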
Active calls of the source: *; . = not tested or not shown. The list is partial; count on the stated rates, not on these rows.

SMILES | PAFAH1B2 inh | PAD4 FP inh | PREPL inhibitor | LYPLA1 inh | LYPLA2 inh | GSTO1 counter | PME-1 inh | pPAFAH FP inh | PAFAH1B3 FP inh
COc1ccc(N(C(=O)CNC(=O)c2ccco2)C(C(=O)NC2CCCC2)c2ccco2)cc1 (stereo unspecified) | -5 | 3 | -7 | -7 | 0 | 4 | 3 | 2 | -1
Nc1nnn(CC(=O)N/N=C/c2ccccc2Cl)n1 | . | 2 | 2 | 1 | 3 | 5 | -3 | -2 | .
O=C(Cc1cccc(C(F)(F)F)c1)N1CCCC1 | -5 | 1 | 5 | 2 | -5 | 8 | -5 | -4 | 10
CN(c1ccc(C(=O)N/N=C/c2cccc([N+](=O)[O-])c2)cc1)S(=O)(=O)c1ccccc1 | 0 | -1 | 7 | -2 | -6 | 4 | -2 | 4 | 5
O=C1N[C@H](Cc2ccccc2)COC(=O)[C@H](Cc2ccc(F)cc2)C/C=C\C[C@@H]1CC(=O)N(CCO)Cc1ccccc1 | 24 | -4 | 38 | . | . | . | . | 6 | 12
COc1ccc(OCC(=O)NNC(=O)C(=O)Nc2ccccc2)cc1 | 6 | -4 | 13 | . | . | . | . | 1 | 6
CC(C)[C@H](NC(=O)c1ccc([N+](=O)[O-])cc1Cl)C(=O)N1CCN(C/C=C/c2ccccc2)CC1 | 1 | -4 | 47* | . | . | . | . | 4 | 1
COP(=O)(OC)c1nc(-c2cccc3ccccc23)oc1NCCc1ccccc1 | 3 | -3 | 37 | -2 | 6 | -4 | 4 | 38* | 8
Cc1ccc(NC(=O)CCC(=O)NNC(=S)Nc2ccccc2)c(C)c1 | -2 | 4 | 13 | 1 | -11 | 8 | 6 | -1 | 6
O=C(Nc1ccc(F)cc1)C(NC1CCCCC1)c1ccccc1 (stereo unspecified) | 6 | 1 | 2 | -1 | -2 | 12 | -2 | 1 | 0
NC1=NN=C(N2N=C(c3ccco3)CC2(O)C(F)(F)F)n2ncnc2C1 (stereo unspecified) | 4 | 4 | 13 | 2 | 11 | 8 | 0 | 3 | 5
Cc1ccc(CNC(=O)CNC(=O)[C@@H]2Cc3ccccc3CN2C(=O)OC(C)(C)C)cc1 | -5 | -4 | -6 | 0 | -1 | 2 | -4 | 5 | 6
CCn1ncc(S(=O)(=O)N2CCN(c3cccc(OC)c3)CC2)c1C | 6 | 1 | 0 | -2 | 1 | -4 | 3 | 8 | 6
Brc1ccc(-c2noc(-c3ccccn3)n2)o1 | 3 | 1 | 1 | 5 | 4 | 5 | -8 | 2 | 4
CCOC(=O)c1cnn(C)c1NC(=O)c1ccc([N+](=O)[O-])cc1 | 1 | 1 | -1 | -1 | -6 | 2 | -5 | 4 | 7
COc1ccc(Oc2cc(C(F)(F)F)cnc2C(N)=O)cc1 | -2 | 4 | 15 | -1 | 2 | 9 | -4 | 3 | 1
O=S1(=O)N=C(N2CCOCC2)c2ccccc21 | 1 | -2 | -7 | -3 | 3 | 5 | -1 | -2 | 3
Cc1cccc(S(=O)(=O)c2c(N)n(/N=C/c3ccco3)c3nc4ccccc4nc23)c1 | -7 | -11 | -4 | -16 | -22 | -10 | -12 | -1 | -20
CN(C)c1ccc(C2OC(=O)C(C)(C)C(=O)C2(C)C)cc1 (stereo unspecified) | 2 | 0 | -6 | -3 | -1 | 1 | 4 | 15 | -2
O=C(COC(=O)c1cc(Br)c(Br)s1)NCCC1=CCCCC1 | 5 | 3 | 8 | 0 | 3 | 7 | -3 | 4 | 2
CCc1cccc2c(-c3csc(=NC)n3C)c[nH]c12 | . | 0 | 13 | -3 | -9 | 6 | 1 | -1 | .
Cn1c(CSc2ncccn2)nnc1SCC(=O)N1CCCc2ccccc21 | 0 | 4 | 5 | 0 | -1 | 0 | -1 | 6 | 2
C/C(Cl)=C/Cc1c(C)[nH]c2ccc(C)cc2c1=O | -1 | 0 | -4 | 0 | -5 | -3 | 0 | 3 | -2
Cc1noc(C)c1COc1ccc(C(=O)Nc2ncccc2O)cc1 | 6 | 1 | -3 | 4 | 7 | 5 | 0 | 5 | 5
CCc1ccc(-c2nc(NC(=S)NC(=O)c3cccs3)sc2C)cc1 | 8 | -6 | -7 | -5 | -2 | -2 | 4 | 3 | 1
O=C(NNC(=O)c1ccccc1O)c1ccc(Cl)cc1 | 7 | 2 | 10 | -1 | 5 | 8 | 4 | 9 | 0
COc1ccc(OCC(=O)Nc2ccc(S(=O)(=O)N3CCCC3)cc2)cc1 | 2 | 4 | -16 | -1 | 0 | 2 | 5 | 3 | -1
CCOc1ccc(-c2csc(/C(C#N)=C\c3ccc(O)c([N+](=O)[O-])c3)n2)cc1 | 14 | -1 | 9 | 6 | 11 | 43* | 26 | 21 | 35*
O=C(O)c1ccc(-n2ccnc2)c([N+](=O)[O-])c1 | -1 | 7 | 8 | 3 | 0 | -2 | -5 | 1 | 1
O=C(NCC(c1ccco1)N1CCN(c2ccc(F)cc2)CC1)OCc1ccccc1 (stereo unspecified) | -6 | -4 | -12 | 3 | 1 | 2 | -12 | 7 | -4
COc1ccc(CN2CCNC(=O)C2CC(=O)N(C)Cc2ccon2)cc1OC (stereo unspecified) | -1 | 0 | 2 | -2 | 2 | 8 | 0 | -1 | 3
Cc1cc([N+](=O)[O-])ccc1NC(=O)Nc1ccc(F)cc1F | 9 | -5 | 17 | -4 | -4 | 8 | 1 | 3 | 10
Cc1ccc(N=c2oc3cc(O)ccc3cc2C(N)=O)cc1 | 2 | 6 | -69 | -2 | 0 | 0 | 13 | 3 | 6
O=C(C1CCN(S(=O)(=O)c2c(Cl)cccc2Cl)CC1)N1CCCC1 | 3 | -1 | 9 | . | . | . | . | -2 | 8
CC(=O)Nc1ccc(Oc2ccc(-c3noc(C)n3)cc2)cc1 | 4 | 3 | -3 | -3 | -8 | 18 | -8 | -1 | 1
Cc1nc(NC(=O)c2ccc([N+](=O)[O-])cc2Cl)sc1C(=O)N(C)C | -1 | -3 | -4 | -2 | -5 | 10 | -3 | 7 | 11
CC1CC(=O)C2=C(C1)Nc1ncnn1C2c1ccccc1 (stereo unspecified) | 7 | 0 | 9 | 0 | -2 | 3 | -4 | -4 | 9
CC(=O)OCc1cc(=O)n(C)c(=O)n1C | 3 | -1 | 8 | 3 | 1 | 0 | -3 | 5 | 0
Cc1ccc(C)c2c1[nH]c1ccccc12 | 2 | 6 | 4 | -1 | 1 | 3 | 13 | 8 | 8
COc1cc2c(cc1OC)C(C)N(C(=O)c1cc3n(n1)C(C(F)(F)F)CC(c1ccco1)N3)CC2 (stereo unspecified) | 1 | 0 | 3 | 1 | 8 | 6 | -2 | 9 | 9

A draw from above in order of heavy-atom count, ascending.
SMILES | PAFAH1B2 inh | PAD4 FP inh | PREPL inhibitor | LYPLA1 inh | LYPLA2 inh | GSTO1 counter | PME-1 inh | pPAFAH FP inh | PAFAH1B3 FP inh
Cc1ccc(C)c2c1[nH]c1ccccc12 | 2 | 6 | 4 | -1 | 1 | 3 | 13 | 8 | 8
C/C(Cl)=C/Cc1c(C)[nH]c2ccc(C)cc2c1=O | -1 | 0 | -4 | 0 | -5 | -3 | 0 | 3 | -2
Cc1ccc(N=c2oc3cc(O)ccc3cc2C(N)=O)cc1 | 2 | 6 | -69 | -2 | 0 | 0 | 13 | 3 | 6
O=C(C1CCN(S(=O)(=O)c2c(Cl)cccc2Cl)CC1)N1CCCC1 | 3 | -1 | 9 | . | . | . | . | -2 | 8
Cn1c(CSc2ncccn2)nnc1SCC(=O)N1CCCc2ccccc21 | 0 | 4 | 5 | 0 | -1 | 0 | -1 | 6 | 2
COc1cc2c(cc1OC)C(C)N(C(=O)c1cc3n(n1)C(C(F)(F)F)CC(c1ccco1)N3)CC2 (stereo unspecified) | 1 | 0 | 3 | 1 | 8 | 6 | -2 | 9 | 9

Arranged by the number under pPAFAH FP inh (smallest number first): some entries from above.
| molecule | PAFAH1B2 inh | PAD4 FP inh | PREPL inhibitor | PME-1 inh | pPAFAH FP inh | PAFAH1B3 FP inh |
| --- | --- | --- | --- | --- | --- | --- |
| Cc1ccc(N=c2oc3cc(O)ccc3cc2C(N)=O)cc1 | 2 | 6 | -69 | 13 | 3 | 6 |
| O=C(NCC(c1ccco1)N1CCN(c2ccc(F)cc2)CC1)OCc1ccccc1 (stereo unspecified) | -6 | -4 | -12 | -12 | 7 | -4 |
| Cc1ccc(C)c2c1[nH]c1ccccc12 | 2 | 6 | 4 | 13 | 8 | 8 |

Next part:
SMILES | PAFAH1B2 inh | PAD4 FP inh | PREPL inhibitor | LYPLA1 inh | LYPLA2 inh | GSTO1 counter | PME-1 inh | pPAFAH FP inh | PAFAH1B3 FP inh
CCOc1ccc(NC(=O)CCC(=O)Nc2cc(OC)c(NC(=O)c3ccco3)cc2OC)cc1 | 6 | -3 | -7 | 1 | 10 | 5 | 2 | 3 | -1
O=C(COC(=O)COc1ccccc1)Nc1ccc(Cl)cn1 | 8 | -5 | 13 | -3 | -4 | . | 0 | 8 | 8
COc1ccc(Cl)cc1S(=O)(=O)N1CCCC1 | 7 | -1 | 4 | 0 | 1 | 4 | 2 | 0 | -2
COc1ccc(-n2c(SCC(N)=O)nc3nc4c(cc3c2=O)COC(C)(C)C4)cc1 | -5 | 3 | 13 | 0 | -4 | -5 | 2 | -3 | 7
CCOc1ccc(-n2c(=S)sc3c(=O)[nH]c(SCC(=O)NCC4CCCO4)nc32)cc1 (stereo unspecified) | 0 | 0 | 1 | 1 | 1 | -1 | 5 | 5 | -2
O=C(NCCOCC(F)(F)C(F)F)c1cc(F)c(F)cc1Cl | 2 | -6 | 23 | 0 | -1 | 9 | 4 | 2 | 4
N/C(=N\OC(=O)N1c2ccccc2Sc2ccccc21)c1ccc(Br)cc1 | 1 | -3 | 17 | -2 | 0 | 1 | -15 | 11 | -16
CCOc1ccc(CNS(=O)(=O)c2ccc(-c3ccc(=O)[nH]n3)o2)cc1OC | 2 | 3 | 16 | -1 | -10 | 9 | 0 | -1 | 6
COc1cccc(-c2cc(C(F)(F)F)nc(-n3ccc([N+](=O)[O-])n3)n2)c1 | 1 | -2 | -5 | 3 | 7 | 2 | 6 | 0 | -5
COc1ccc(C(=O)Nc2ccc(S(=O)(=O)N3CCOCC3)cc2)cc1[N+](=O)[O-] | 5 | 5 | -1 | -1 | 10 | 5 | 1 | 9 | -4
COc1ccc(S(=O)(=O)NCC(=O)N(CC(=O)NCC2CCCO2)c2cc(C)ccc2C)cc1 (stereo unspecified) | 10 | 2 | 9 | 4 | 10 | -8 | -3 | 4 | 4
O=C(NCCc1ccccc1)C1CCC(CNS(=O)(=O)c2ccccc2)CC1 (stereo unspecified) | 3 | 1 | 17 | 1 | 12 | -8 | -4 | 4 | 3
O=C(c1ccco1)N1CCC(c2nc3ccccc3[nH]2)CC1 | 3 | -3 | -13 | 2 | 0 | 2 | -1 | -1 | 5
CC1(C)C(=O)Nc2ccccc2N1C(=O)c1ccc([N+](=O)[O-])cc1 | 2 | -4 | 22 | 0 | -4 | 7 | 2 | -5 | -1
Cc1cccc(N(Cc2ccccc2)C(=O)c2ccc(CS(C)(=O)=O)cc2)c1 | 1 | 4 | 4 | 5 | 6 | -1 | 7 | 4 | 4
Cc1ccc(C(=O)N2CCN(c3ccc(NC(=O)c4ccc5c(c4)OCCO5)cc3)CC2)cc1 | 5 | -2 | 25 | 4 | 23 | -3 | 2 | 3 | 5
Cc1cc(C)n(-c2ccc(C(=O)OCC(=O)c3c(N)n(C)c(=O)n(C)c3=O)cc2)n1 | 1 | -4 | 9 | -2 | 5 | -6 | 0 | 2 | -5
CCCn1c2c(c(O)c(C(=O)Nc3ccc(OC)cc3)c1=O)CCCC2 | -1 | 2 | 1 | 4 | 4 | 9 | -5 | -1 | 3
